# Source: PubChem
# Tb PGK inh: qHTS Assay to Find Inhibitors of Phosphoglycerate Kinase; Phosphoglycerate kinase, glycosomal (Trypanosoma brucei brucei), P07378; PGK/GAPDH coupled, Kinase-Glo luminescence, 60 min; Potency, µM (titrated, usually from 57.5 µM), for the others: at the highest dose activity change, negative = inhibition, hits mostly inhibitors; 0.043% of 380,000 active; AID 602233, 2012; also: % is scaled to controls: 0 for no effect and ±100 for the full control effect; nearly all actives have a fitted effect of over 60% in size
#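 Recombinant glycosomal PGK reaction used 1,3-bisphosphoglycerate generated in-well by GAPDH (100nM final) in 100mM TEA pH 7.6, 5mM MgCl2, 0.01% Tween-20. After 60 minutes at room temperature, ATP was read by Kinase-Glo Plus luminescence end-point.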
# JMJD2A Tudor: qHTS Assay for Inhibitors of JMJD2A-Tudor Domain; Lysine-specific demethylase 4A (Homo sapiens), O75164; Potency, µM (titrated, usually from 114 µM), for the others: at the highest dose activity change, negative = inhibition, usual class: inhibitors; AlphaScreen JMJD2A-Tudor / H3K4me3 peptide binding; AID 504339, 2011; 4.4% of 390,000 active; also: % is scaled to controls: 0 for no effect and ±100 for the full control effect; nearly all actives have a fitted effect of over 50% in size
# RGS4 inh: Inhibitors of Regulator of G Protein Signaling (RGS) 4: qHTS; Transcreener GDP fluorescence polarization, RGS4-accelerated GTP hydrolysis; Regulator of G-protein signaling 4 (Homo sapiens), P49798; AID 504845, 2011; 0.039% of 390,000 active; Potency, µM (doses to about 114 µM), for the others: at the top dose activity change, negative = inhibition, most hits filed as inhibitors; also: % is scaled to controls: 0 for no effect and ±100 for the full control effect; nearly all actives have a fitted effect of over 75% in size; some results filed as inactive show a strong effect at the top dose
# Target sequence (P49798 whole entry, looked up): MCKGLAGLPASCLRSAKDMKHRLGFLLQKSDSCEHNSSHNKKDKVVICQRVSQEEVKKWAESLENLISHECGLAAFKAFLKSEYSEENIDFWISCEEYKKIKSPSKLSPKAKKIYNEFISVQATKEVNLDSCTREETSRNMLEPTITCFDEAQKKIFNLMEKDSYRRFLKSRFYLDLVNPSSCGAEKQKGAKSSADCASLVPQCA
#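 MLSMR compounds (23 nl, pin-transferred) preincubated 10 min at room temperature with a 500nM (2x) first reagent, then RGS4 at 900nM (2x) plus Transcreener GDP mix added; fluorescence polarization (620/688 nm) read before and after 90 min at 30 °C.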
# ALOX12 inh: Primary qHTS assay for inhibitors of human arachidonate 12S-lipoxygenase (ALOX12): Round 2 | Potency, µM (titrated, usually from 108 µM), inactives show at the top dose activity change, negative = inhibition, most hits filed as inhibitors | Polyunsaturated fatty acid lipoxygenase ALOX12 (Homo sapiens), P18054 | AID 1671190, 2021 | purified 12hLO, xylenol orange hydroperoxide absorbance | 1.1% of 580,000 active; also: % is scaled to controls: 0 for no effect and ±100 for the full control effect
# Target sequence (P18054 whole entry, looked up): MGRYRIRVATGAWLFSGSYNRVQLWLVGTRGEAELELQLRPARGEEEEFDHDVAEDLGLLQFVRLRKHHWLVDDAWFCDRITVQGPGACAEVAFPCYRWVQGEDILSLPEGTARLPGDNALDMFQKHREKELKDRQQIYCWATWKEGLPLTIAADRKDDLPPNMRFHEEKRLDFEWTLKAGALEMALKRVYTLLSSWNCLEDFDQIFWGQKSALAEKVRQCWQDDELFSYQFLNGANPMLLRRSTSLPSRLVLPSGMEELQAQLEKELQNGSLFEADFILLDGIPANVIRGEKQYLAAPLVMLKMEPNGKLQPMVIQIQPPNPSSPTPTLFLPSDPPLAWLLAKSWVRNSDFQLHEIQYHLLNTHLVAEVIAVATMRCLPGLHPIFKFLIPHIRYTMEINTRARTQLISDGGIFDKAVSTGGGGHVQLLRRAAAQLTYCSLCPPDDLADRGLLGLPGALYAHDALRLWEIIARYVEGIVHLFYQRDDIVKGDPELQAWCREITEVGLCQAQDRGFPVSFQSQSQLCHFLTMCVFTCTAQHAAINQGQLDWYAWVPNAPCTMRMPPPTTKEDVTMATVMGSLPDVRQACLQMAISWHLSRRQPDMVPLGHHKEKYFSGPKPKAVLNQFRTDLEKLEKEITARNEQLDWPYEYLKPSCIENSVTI
#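 Purified human 12hLO (150 nM final) in 25 mM Hepes, 0.01% Triton X-100, pH 7.0 was preincubated 15 min at room temperature with compound. Then 40 uM arachidonic acid was added, 30 min. Hydroperoxide was read by Fe-XO absorbance ratio 573/405 nm.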
# Pin1 inh: qHTS Assay to Find Inhibitors of Pin1 | Pin1 FP peptide displacement, HiFluor488, 10 min | Potency, µM (highest dose often 115 µM), inactives show at the top dose activity, negative = inhibition, actives largely listed as inhibitors | Peptidyl-prolyl cis-trans isomerase NIMA-interacting 1 (Homo sapiens), Q13526 | AID 504891, 2011 | 0.009% of 390,000 active; active = well fitted inhibition curve with a large enough effect in the polarisation, with a control signal flat, not every such curve was filed as active; inconclusive = small, poorly fitted or top-dose-only effect, or effect the other way, or a change in a side signal; inactive = no such curve, though single readings can be large or run the other way; the % refers to the polarisation; also: % is scaled to controls: 0 for no effect and ±100 for the full control effect
# Target sequence (Q13526 whole entry, looked up): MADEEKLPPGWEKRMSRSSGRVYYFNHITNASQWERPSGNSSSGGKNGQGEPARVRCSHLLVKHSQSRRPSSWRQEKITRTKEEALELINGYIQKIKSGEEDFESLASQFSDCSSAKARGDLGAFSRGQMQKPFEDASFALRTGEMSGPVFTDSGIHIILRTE
# HP1b binding inh: HTS for Inhibitors of HP1-beta Chromodomain Interactions with Methylated Histone Tails | Chromobox protein homolog 1 (Homo sapiens), P83916 | AlphaScreen HP1-beta / biotin-H3K9me3 peptide binding | Potency, µM (highest dose often 114 µM), inactives show at the highest dose activity change, negative = inhibition, usual class: inhibitors | 0.56% of 390,000 active | AID 540317, 2011; also: nearly all actives have a fitted effect of over 70% in size; inactives centre near 23
#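 HP1-beta protein (50 nM final) preincubated 30 min at room temperature with biotinylated H3(1-18)K9me3 peptide (50 nM) in PBS pH 7.4, 0.01% Tween-20, then compound added for 30 min. AlphaScreen streptavidin donor/nickel chelate acceptor beads (10 ug/mL final), 30 min dark, luminescence read.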
# rTrxR1 inhibitor: qHTS Assay for Inhibitors of Mammalian Selenoprotein Thioredoxin Reductase 1 (TrxR1): qHTS. 1% of 390,000 active. Potency, µM (top dose mostly 114 µM), inactives show top-dose activity change, negative = inhibition, hits mostly inhibitors. recombinant rTrxR1, NADPH fluorescence consumption, selenite substrate. Thioredoxin reductase 1, cytoplasmic (Rattus norvegicus), O89049; also: % is scaled to controls: 0 for no effect and ±100 for the full control effect; nearly all actives have a fitted effect of over 65% in size
#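 Rat TrxR1 (90 nM in the dispensed reagent) was pre-reduced with 400 uM NADPH for 5 min at room temperature, then incubated with compound for 15 min. After 400 uM selenite was added, NADPH fluorescence (Ex 340/Em 450 nm) was followed for 8 min.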
# GLS inh: qHTS for Inhibitors of Glutaminase (GLS); Glutaminase kidney isoform, mitochondrial (Homo sapiens), O94925; 0.21% of 410,000 active; GLS enzymatic activity, qHTS titration; Potency, µM (titrated, usually from 45.5 µM), inactives show top-dose activity change, negative = inhibition, actives largely listed as inhibitors; also: % is scaled to controls: 0 for no effect and ±100 for the full control effect
#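 Read-out is an Amplex red fluorescence increase coupled through glutamate oxidase and HRP, measured before and after 30 min room-temperature incubation. hKGA is in 45 mM KH2PO4 (pH 8.2) with 0.02% Tween-20; glutamine added as 1mM solution.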
# ERG Ets-DNA blk: qHTS for Small Molecule Inhibitors of the ERG Ets/DNA interaction | Transcriptional regulator ERG (Homo sapiens), P11308 | fluorescence polarization, His-ERG Ets domain / labelled DNA | Potency, µM (highest dose often 76.9 µM), inactives show top-dose FP activity, negative = inhibition, actives largely listed as inhibitors | 0.028% of 370,000 active; active = well fitted inhibition curve with a large enough effect in the polarisation, with a control signal flat; inconclusive = small, poorly fitted or top-dose-only effect, or effect the other way, or a change in a side signal; inactive = no such curve, though single readings can be large or run the other way; the % refers to the polarisation;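 also: polarization taken with two DNA probes labelled with fluorescein and Texas red; % of control where 0% means no effect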
#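 His-tagged ERG Ets domain (1 uM in the protein solution; 300mM KCl, 50mM Tris-HCl, 1mM EDTA, 1mM DTT, pH 7.5) received compound, then a probe mix of 5 nM fluorescein-DNA and 100nM Texas-615-DNA. Fluorescence polarization was read for both dyes.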
# The depositor's hits bear a star; i = inactive; ? = inconclusive; . = no result given; & = joins results of further samples; [ ] = another dose, or the depositor's remark. Unless noted, calls follow the shape of the dose curve; as a rule, active = well fitted curve in the direction sought with a large enough effect; inconclusive = small, poorly fitted or top-dose-only effect, or another doubt; inactive = no such curve, though single readings can be large; an effect the other way counts as inactive or inconclusive. Potency is read from the fitted curve at half-maximal effect. Only part of the results is shown, so the mix of outcomes need not match the whole.
mol | ALOX12 inh | GLS inh | JMJD2A Tudor | ERG Ets-DNA blk | Pin1 inh | HP1b binding inh | RGS4 inh | rTrxR1 inhibitor | Tb PGK inh
CCOc1ccc(-n2c(=O)c3c(C)c(C)sc3n(Cc3cc(=O)n4cc(Cl)ccc4n3)c2=O)cc1 | -23% | 1% | -10% | 0% | -1% | 23% | 6% | 10% | .
Cc1cc(C)n(CC(=O)NNC(=O)CCCOc2ccc(Cl)cc2C)n1 | 7% | -3% | -19% | 0% | 11% | 44%[activator] | -37% | 8% | i
C=CCOC(=O)C1=C(C)OC(N)=C(C#N)C1c1ccc2c(c1)OCO2 (stereo unspecified) | 6% | 16% | -12% | 10% | 6% | 35% | 1% | 1% | 0%
CC(C)(C)c1ccc(C(=O)N2CCC(C(=O)NCCC3=CCCCC3)CC2)cc1 | -4% | 2% | -12% | 8% | 3% | 22% | -5% | 0%[57.1 µM] | 2%
CCOC(=O)c1nnn(-c2nonc2N)c1CN1CCCC1 | 21% | 2% | -7% | 2% | -6% | 22% | -31% | 24% | i
Cc1ccc(SCC(=O)N2CCc3ccccc32)cc1 | 24% | 10% | 73%[activator] | 0% | 0% | 134%[activator] | -8% | 17% | 1%
CCCCN(C(=O)c1cc(S(=O)(=O)N2CCCCCC2)ccc1OC)c1c(N)n(CCC)c(=O)[nH]c1=O | -16% | 4% | -7% | -10% | 2% | 18% | 13% | 7% | -4%
CCC(C)NC(=S)Nc1ccc(C(=O)OC)cc1 (stereo unspecified) | -21% | -9% | 0% | 1% | -2% | 35% | -34% | 12%[57.1 µM] | i
COc1ccc(NC(=O)c2oc3ccccc3c2NC(=O)c2ccco2)cc1 | -26% | -7% | -25% | -5% | 4% | 18% | -7% | 10% | 1%
Cc1ccc(NC(=O)CSc2nc(N)cc(=O)[nH]2)cc1S(=O)(=O)N1CCCCC1 | -11% | 0% | -12% | 8% | -7% | 30%[57 µM] | -6% | 23%[2.29 µM] | -5%
C=CCNC(=O)c1ccccc1NC(=O)c1ccccc1SC | ? | -11% | -8% | 15% | 0% | 31% | 9% | 18%[57.1 µM] | -4%
CNC(=O)CSc1cnc2ccccc2n1 | -3% | -12% | 3% | -8% | 2% | 25% | -18% | 15%[57.1 µM] | i
CC1CCn2c(nc3cc(C(=O)NCCc4ccccc4)ccc32)C1 (stereo unspecified) | -7% | 1% | -18% | -10% | -5% | 13%[57 µM] | 4% | 19%[57.1 µM] | -9%
CCCn1c(N)c(Sc2ccc(Cl)cc2)c(=O)n(CCC)c1=O | -5% | -7% | -10% | 0% | -9% | 27% | -17% | -8% | -2%
CSc1ccc(CN(C)Cc2nc3cc(C(F)(F)F)ccc3c(=O)[nH]2)cc1 | 4% | -3% | -26% | -5% | 2% | 12% | 11% | -21%[57.1 µM] | 0%
Cc1ccc2[nH]c3c(=O)n(CC(=O)NC(C)C)ncc3c2c1 | -5% | -3% | -7% | -3% | 5% | 29% | 10% | 9% | 3%
CC1(C)Cc2c(sc3c2c(N)nc(=S)n3Cc2ccc(Br)cc2)CO1 | 0% | 11% | 7% | -14% | 2% | 27% | 5% | 15%[57.1 µM] | 4%
CCOC(=O)/C=C/[C@H]1Cc2ccccc2CO1 | 17% | 1% | 14% | 2% | -14% | 88%[activator] | 8% | -4% | -3%
CC1CC=C(c2ccccc2)C(=S)N1 (stereo unspecified) | 6% | 3% | -6% | 1% | 1% | 19% | 7% | -11%[57.1 µM] | -1%
CC(=O)c1ccc(N2C(=NC(=O)CCc3ccccc3)SC3CS(=O)(=O)CC32)cc1 (stereo unspecified) | 21% | -1% | -20% | -3% | 3% | 33% | 11% | 1% | -9%
COc1ccc(S(=O)(=O)NCC2(N3CCOCC3)CCCCC2)cc1OC | -8% | -11% | -1% | 14% | 1% | 22% | -24% | 2% | i
CCn1c2ccccc2c2cc(N=C3SC(CC(=O)Nc4ccccc4)C(=O)N3C)ccc21 (stereo unspecified) | -3% | -2% | -2% | 0% | ? | 33% | 7% | 11% | -10%
Cc1ccc(CSCc2ccc(C(=O)NC3CCCC3)o2)cc1 | -7% | 0% | -12% | 2% | 4% | 41%[activator] | 19% | 21% | -4%
Cc1ccc(N2C(=O)SC(N(CC(=O)O)c3cccc(C)c3)C2=O)cc1 (stereo unspecified) | -8% | 29% | -20% | 4% | ? | 11% | -31% | 13% | -7%
Cc1cccn2c(CN3CCCN(C=O)CC3)c(C(=O)N(C)CCc3ccccc3)nc12 | ? | -7% | -15% | 0% | -5% | 35%[activator] | -11%[56.9 µM] | 32% | -7%
COc1cccc(NC(=O)COc2cccc3c2CCNC3=O)c1 | -11% | 2% | -3% | -4% | 5% | 21% | 2% | 12% | 3%
Cc1ccccc1N1C(=O)c2cc(S(N)(=O)=O)c(Cl)cc2NC1C (stereo unspecified) | ? | -1%&19% | -3% | -11% | -2% | 30% | ? | 33%[activator][57.1 µM] | 5%
O=C(CCl)N(Cc1ccccc1)c1ccccc1 | -21% | -3% | 6% | -13% | -7% | 74%[activator] | 0%[11.4 µM] | ? | -6%
COc1ccc(Cl)cc1N=C1NC(=O)CC(C(=O)Nc2ccccc2C(F)(F)F)S1 (stereo unspecified) | -7% | -6% | -21% | -4% | -3% | 10% | 15% | 7% | -3%
O=C(Cn1nnc2ccccc21)c1ccc(Cl)cc1 | -11% | 1% | -1% | -11% | -7% | 41%[activator] | 47% | 13% | -3%
Cc1cc(NS(=O)(=O)c2ccc(NC(=O)c3ccco3)cc2)no1 | -1% | 7% | -15% | 12% | -6% | 37% | 16% | -11% | 0%
Nn1c(SCC(=O)NCc2ccccc2)nnc1C1CC1 | 10% | 1% | 3% | 8% | -2% | 18% | -18% | 57%[activator] | ?
Cc1cccc(C(=O)N2N=C(c3ccc(NS(C)(=O)=O)cc3)CC2c2cccs2)c1 (stereo unspecified) | 0% | 8% | -17% | -8% | 11% | 1% | 3% | -17% | 2%
C1CN(c2nc3nonc3nc2N2C[C@H]3CC[C@H]2C3)CCS1 | 1% | 1% | -7% | -2% | -3% | 25% | -21% | 1%[57.1 µM] | -4%
CC(=O)Nc1cc(C(=O)CSc2nnc(C3CC3)n2C2CC2)ccc1O | -28% | 1% | ? | 4% | ? | 3% | -22% | -9% | -1%
Cc1cc(C)n2nc(CNS(=O)(=O)c3ccc(CC(C)C)cc3)nc2n1 | -4% | 1% | -10% | 5% | 1% | 36% | -7% | 10%[57.1 µM] | 6%
Cn1nnnc1SCC(=O)N1N=C(c2cccs2)CC1c1cccs1 (stereo unspecified) | -9% | -1% | -26% | 1% | -12% | 22% | -14% | 0% | -2%
CCCN(C(=O)Cc1coc2cc(OC)ccc12)C1CCS(=O)(=O)C1 (stereo unspecified) | -5% | -2% | -11% | 8% | -4% | -5% | 6% | 24% | -6%
O=C(CN(C(=O)c1csnn1)c1ccc(F)cc1)NCc1ccc(F)cc1 | -1% | 8% | -17% | -3% | -8% | 33% | 19% | 11% | -2%
Cc1ccc(NC(=O)C2COc3ccccc3O2)cc1S(=O)(=O)N1CCOCC1 (stereo unspecified) | ? | -10% | -15% | 6% | 2% | 35% | -5% | 18% | -3%
COC(=O)c1cc(NC(=O)c2ccco2)ccc1N1CCOCC1 | 187%[activator] | -7% | 5% | 0% | 4% | 22% | -15% | -23%[57.1 µM] | i
Cc1c(N)cccc1-n1cnnn1 | 15% | 1% | -5% | -4% | -1% | 41%[activator] | -8% | 6%[57.1 µM] | 4%
CCN(CC(=O)Nc1ccccc1C(F)(F)F)C(=O)CCc1ccccc1 | -15% | 14% | -16% | -14% | ? | 11%[57 µM] | -8% | 1% | -5%
O=C(CN1C(=O)c2cccnc2Oc2ccc(Cl)cc21)NC1CCCCCC1 | -1% | 1% | -16% | 5% | -3% | 38% | 29%[11.4 µM] | 15% | i
CC(C)(C)n1ncc2c(=O)n(Cc3ccc(Cl)cc3)cnc21 | 0% | 4% | -5% | -3% | 4% | 51%[activator] | 3% | 30%&5%[activator] | i
Cc1ccc(OCCNC(=O)CCNS(=O)(=O)c2ccc(C)cc2)cc1 | 0% | -17% | -10% | 0% | 3% | 15% | -10% | 2% | -6%
O=C1COc2ccc(S(=O)(=O)N3CCCC3)cc2N1 | 0% | -7% | -1% | 23% | 0% | 19% | 11% | 26% | -2%
CO/N=C(/c1nonc1N)N1CCN(c2ccc([N+](=O)[O-])cc2)CC1 | -1% | 20% | -13% | -1% | -10% | 22% | 0% | -12% | 2%
CC(C)(C)OC(=O)N1CCC(c2c(C(=O)NCc3cccs3)cnn2-c2cccc(F)c2)CC1 | -23% | -1% | -22% | 8% | -5% | 21% | -10% | 29% | i
